# Screening data deposited in PubChem by Emory University Molecular Libraries Screening Center.
# 14-3-3g Raf = alters human 14-3-3 gamma binding to Raf peptide; P61981; FP, 14-3-3gamma / TMR-pS259-Raf peptide binding; inhibition, % at 40 µM; 160,000 tested, 0.19% active; AID 422; in the data active means inhibition above about 30%;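 further: 0% = protein plus tracer without compound and 100% = blank with tracer alone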
# Target sequence (P61981 whole entry, looked up): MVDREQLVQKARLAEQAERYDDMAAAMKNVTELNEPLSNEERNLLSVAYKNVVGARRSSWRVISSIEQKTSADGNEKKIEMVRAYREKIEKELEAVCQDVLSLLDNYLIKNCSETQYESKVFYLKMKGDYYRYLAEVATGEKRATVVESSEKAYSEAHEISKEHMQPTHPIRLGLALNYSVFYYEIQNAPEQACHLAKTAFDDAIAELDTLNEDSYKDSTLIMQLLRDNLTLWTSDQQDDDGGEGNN
# Starred values were filed as active, the others as inactive; & = joins results of further samples. An excerpt; count on the stated rates, not on these rows.
mol	14-3-3g Raf
Cc1c(OC(C)C(=O)OCC(C)C)ccc2c3c(c(=O)oc12)CCC3 (stereo unspecified)	0
O=C1c2ccccc2NC(c2ccc(O)cc2)N1c1cccc2ccccc12 (stereo unspecified)	-12
O=C(c1ccccc1F)N1CCN(S(=O)(=O)c2ccccc2[N+](=O)[O-])CC1	-2
CCc1cccc(C)c1NC(=O)C1=C(C(=O)O)CCCC1	3
COc1ccc(N(C(=O)c2cccc(C)c2)S(=O)(=O)c2ccc(C)cc2)cc1	-3
Cc1ccc(S(=O)(=O)N(CC(=O)NCCc2ccccc2)c2cccc(Cl)c2)cc1	-1
Cc1cc(-c2ccccc2)nc(N2CCC(C(=O)NC(C)C)CC2)n1	-2
NS(=O)(=O)c1ccc(N2C(=O)c3cc([N+](=O)[O-])cc4cc([N+](=O)[O-])cc(c34)C2=O)cc1	-323
CCCOc1ccc(C(=O)NC(C)C(=O)O)cc1 (stereo unspecified)	-1
COc1cccc(-n2c(=O)c3c(C)c(C(=O)N(C)C)sc3n(Cc3ccc([N+](=O)[O-])cc3)c2=O)c1	-2
CCOc1cccc(C2C(C(=O)Nc3ccccc3OC)=C(C)NC3=C2C(=O)CCC3)c1 (stereo unspecified)	-7
CCCCOc1ccc(C2C(C(=O)OC)=C(C)N=C3SCCC(=O)N32)cc1OC (stereo unspecified)	-5
CCOc1cccc(=O)c2c(C)[nH]c(C)c12	-127
COc1ccc(-c2nc(CN3CCC(C(=O)NC(C)C)CC3)c(C)o2)cc1OC	-4
CCOc1ccc(C(=O)Nc2ccc3c4c(cccc24)CC3)cc1[N+](=O)[O-]	-7
O=C(Cn1c(=O)n(-c2cccc(Cl)c2)c(=O)n1CC(=O)N1CCCCC1)N1CCCCC1	3
COc1ccccc1C1CC(c2c(-c3ccccc3)c3cc(Cl)ccc3[nH]c2=O)=NN1C(=O)C(OC)c1ccccc1 (stereo unspecified)	-56
Cc1cccc(-c2nc(NCCC3=CCCCC3)c3ccccc3n2)c1	-2
O=C1CCCc2nn(-c3ccccc3)c(-c3ccccc3O)c21	4
O=c1cc(-c2ccccc2)nc(SCc2ccccc2)[nH]1	4
c1ccc(Cn2nnnc2C(c2cccnc2)N2CCN(c3ccccc3)CC2)cc1 (stereo unspecified)	-8
S=C(c1cn(Cc2ccccc2Cl)c2ccccc12)N1CCOCC1	2
O=C(COc1ccc([N+](=O)[O-])cc1)Nc1ccccn1	-13
CC1CCCN(CCCNS(=O)(=O)c2ccc3c(c2)oc(=O)n3C)C1 (stereo unspecified)	-18
Cc1ccc(OCC(=O)Nc2cccnc2)cc1C	-4
CCOc1ccc(S(=O)(=O)Nc2ccc(O)c(Sc3nc4ccccc4s3)c2)cc1	4
O=C(CN1CCCC1)OCCCc1ccccc1	-2
COc1ccc(N2CCN(C(=O)CCCCCn3c(=O)[nH]c4ccsc4c3=O)CC2)cc1	-3
c1ccc(OCc2nn3c(-c4n[nH]c5c4CCC5)nnc3s2)cc1	-4
COc1cc(C(=O)NCc2ccccn2)cc(OC)c1OC	15

# Five of the entries above in order of the 14-3-3g Raf value, largest number first:
mol	14-3-3g Raf
O=c1cc(-c2ccccc2)nc(SCc2ccccc2)[nH]1	4
CCc1cccc(C)c1NC(=O)C1=C(C(=O)O)CCCC1	3
COc1ccc(-c2nc(CN3CCC(C(=O)NC(C)C)CC3)c(C)o2)cc1OC	-4
O=C(COc1ccc([N+](=O)[O-])cc1)Nc1ccccn1	-13
CCOc1cccc(=O)c2c(C)[nH]c(C)c12	-127

# The results go on:
mol	14-3-3g Raf
O=c1oc2cc(Oc3ccc(C(F)(F)F)cc3[N+](=O)[O-])ccc2c2c1CCC2	-12
Cc1ccc(OCCOCCn2ccnc2)c(Br)c1	2
CN(C)c1ccc(-c2nn3c(-c4cccnc4)nnc3s2)cc1	-7
Cc1cc(C)c2nc(N3CCC(C(=O)N4CCN(c5ncccn5)CC4)CC3)sc2c1	-3
COc1ccc(NC(=O)c2ccc(S(=O)(=O)N3CCOCC3)cc2)c(OC)c1	-6
COC(=O)c1cc(OC)c(OC)cc1NC(=O)c1c(C)noc1C	14
Cc1cc(C)c(NC(=O)Cn2c(=O)n(Cc3ccccc3)c(=O)c3c(C)c(C)sc32)c(C)c1	6
COc1cc(OC)c(NC(=O)c2cnc(N3CCN(c4ccccc4OC)CC3)c3ccccc23)cc1Cl	7
Cc1cc(C)nc(N2CCCC(C(=O)NCCc3ccccc3F)C2)n1 (stereo unspecified)	5
Cc1ccc(C(=O)Nc2nc(-c3ccc4c(c3)Cc3ccccc3-4)cs2)cc1	-9
CCSc1nnc2c(n1)OC(c1cc(O)ccc1Br)Nc1ccccc1-2 (stereo unspecified)	3
O=C(c1cc2c(=O)oc3ccccc3c2s1)N1CCN(c2ccccn2)CC1	-3
COc1ccc(-c2nnc(NC(=O)c3ccc(S(=O)(=O)N4CCCCCC4)cc3)o2)cc1	3
O=C(CN(c1cccc(C(F)(F)F)c1)S(=O)(=O)c1ccccc1)NCCc1ccccc1	-2
CSc1cccc(Nc2c3c(nc4ccccc24)CCCC3)c1	0
Cc1ccc(S(=O)(=O)NCCCC(=O)C=[N+]=[N-])cc1	-2
COc1ccc(-c2c3c(=O)n(C)c(=O)n(C)c3cn2-c2ccccc2N)cc1	3
CS(=O)(=O)N(CC(=O)NCc1cccnc1)Cc1ccc(Cl)cc1	-5
c1cnc(SCc2cn3cccnc3n2)nc1	-8
Cc1ccccc1NC(=O)c1cc(S(=O)(=O)N2CCOCC2)ccc1F	-16
CC1CC(C)CC(S(=O)(=O)N2CCC(C(=O)O)CC2)C1 (stereo unspecified)	-5
O=C(c1ccccc1)N1CCN(c2ccc([N+](=O)[O-])cc2F)CC1	2
COC(=O)CCN(C(=O)c1ccc([N+](=O)[O-])cc1)c1ccccn1	-7
O=C1c2sc3nc4c(c(=O)n3c2C(=O)N1c1ccccc1)CCC4	3&3
O=C(CCN1C(=O)c2cccnc2C1=O)NCCN1CCN(c2ccccc2)CC1	9
COc1ccccc1NC(=O)c1c(NC(=O)c2ccco2)sc2c1CCC(C)C2 (stereo unspecified)	-1
O=C(Cn1c(=O)n(-c2cccc(C(F)(F)F)c2)c(=O)c2sccc21)NCCc1ccccc1	4
O=C(O)c1ccc(COc2cc([N+](=O)[O-])cc3cccnc23)o1	-6
OCCNCCCCCOc1ccc(F)cc1	6
CCCC(=O)c1c(NC)cc(C)oc1=O	3

# More structures:
structure	14-3-3g Raf
O=C(NCCc1ccccc1)C1CCC(CNS(=O)(=O)c2cccs2)CC1 (stereo unspecified)	1
Cc1nc2ccccn2c1/C(O)=C1\C(=O)C(=O)N(CCN2CCOCC2)C1c1cccnc1 (stereo unspecified)	0
CCC(Sc1nnc(C)c(=O)[nH]1)C(=O)Nc1ccc(OC(F)(F)F)cc1 (stereo unspecified)	-5
Cc1cc(C)nc(SCC(=O)Nc2nccs2)n1	2
CCOC(=O)C1CCCN(c2c(NCCCN(C)c3ccccc3)c(=O)c2=O)C1 (stereo unspecified)	-1
COCc1nnc(NC(=O)CSc2ccccc2)s1	6
O=C(Nc1sc2c(c1C(=O)N1CCCCC1)CCCC2)c1ccccc1	-3
CCOc1ccccc1NC(=O)c1cn(CC(C)C)c(=O)c2cc(OC)c(OC)cc12	-4
COc1ccc(C(=O)N2CCCCC2)cc1S(=O)(=O)N1CCOCC1	1
O=C(NC1=NCCS1)c1ccc2c(c1)OCO2	-4
Cc1csc(NC(=O)c2cccc(S(=O)(=O)N3CCCCC3)c2)n1	-11
CC(C)n1c(SCC(=O)N2c3ccccc3Sc3ccccc32)nc2c1c(=O)n(C)c(=O)n2C	-3
Fc1ccc(C2=CC(c3cc(Cl)ccc3OC(F)F)n3ncnc3N2)cc1 (stereo unspecified)	4
O=c1[nH]c(-c2ccccc2)cn1-c1cccc(C(F)(F)F)c1	-19
Cc1cc2ccccc2n1CCNC(=O)c1ccc(S(=O)(=O)N2CCOCC2)cc1	-4
N#C/C(=C\c1ccc(O)c(O)c1)C(=O)NCCCNC(=O)/C(C#N)=C/c1ccc(O)c(O)c1	3
Cc1ccc(NC(=O)C2C3C=CC4(O3)C2C(=O)N(C2CCCCC2)C4C(=O)NC2CCCCC2)cc1C (stereo unspecified)	-6
CC1CCCC(NC(=O)c2ccc(S(=O)(=O)c3ccccc3Cl)c([N+](=O)[O-])c2)C1C (stereo unspecified)	2
Cc1ccc(SCCC(=O)N2CCC(C(N)=O)CC2)cc1	1
Cc1ccc2nc(-c3ccc(NC(=O)c4ccc([N+](=O)[O-])o4)cc3)sc2c1	-14
Cc1ccc(N2C(=O)CSC2c2cccs2)cc1 (stereo unspecified)	1&0
CCCC1=NN(C(=O)c2ccccc2Br)C(O)(C(F)(F)F)C1 (stereo unspecified)	-6
COc1cc(OC)c(NC(=O)c2sc3ncn(CC(=O)N4CCOCC4)c(=O)c3c2C)cc1Cl	-6
CCN(CC)c1ccc2cc(C(N)=O)c(=Nc3ccc(C(=O)c4ccccc4)cc3)oc2c1	5
COC(=O)c1[nH]nc2c1C(=O)N(Cc1ccccc1)C2=O	0

# Of the compounds above, these contain two or more sulfur atoms:
structure	14-3-3g Raf
CCOc1ccc(S(=O)(=O)Nc2ccc(O)c(Sc3nc4ccccc4s3)c2)cc1	4
O=C(NCCc1ccccc1)C1CCC(CNS(=O)(=O)c2cccs2)CC1 (stereo unspecified)	1
Cc1cc(C)nc(SCC(=O)Nc2nccs2)n1	2
COCc1nnc(NC(=O)CSc2ccccc2)s1	6
Cc1csc(NC(=O)c2cccc(S(=O)(=O)N3CCCCC3)c2)n1	-11
CC(C)n1c(SCC(=O)N2c3ccccc3Sc3ccccc32)nc2c1c(=O)n(C)c(=O)n2C	-3
Cc1ccc(N2C(=O)CSC2c2cccs2)cc1 (stereo unspecified)	1&0

# (list continues)
structure	14-3-3g Raf
O=C(NCC1CCCO1)c1ccc2c(c1)N(Cc1ccccc1)C(=O)c1ccccc1S2 (stereo unspecified)	-10
Cc1ccccc1Cn1cc(SCC(=O)Nc2ccc(Br)cc2)c2ccccc21	-3
O=C(Nc1ccc(Oc2ccc(NC(=O)c3ccc([N+](=O)[O-])cc3)cc2)cc1)c1ccc([N+](=O)[O-])cc1	4
COc1ccc(-n2nc3c(c2NC(=O)c2ccccc2C(F)(F)F)CS(=O)(=O)C3)cc1	18
CCCC(=O)Nc1sc2c(c1C(=O)Nc1ccc(OC)cc1)CCCC2	-7
CCOCCSC1=C(C#N)C(c2cccs2)C(C(C)=O)=C(C)N1 (stereo unspecified)	5
O=C1c2cccc3cccc(c23)C(=O)N1c1ccccc1	4
CC(C)=CC/C=C1\CCC(C(=O)O)C(C(=O)O)C1 (stereo unspecified)	-3
CCCCn1c(NC(=O)c2ccccc2Cl)c(C#N)c2nc3ccccc3nc21	-2
COc1cccc(C2C(C(=O)c3ccc(C)o3)=C(O)C(=O)N2CCCN(C)C)c1 (stereo unspecified)	3
Cc1ccc(S(=O)(=O)N(Cc2ccc(Cl)cc2)CC2CCC(C(=O)O)CC2)cc1 (stereo unspecified)	-4
CC(C)C(=O)Nc1nc2c(ncn2C2CC(O)C(CO)O2)c(=O)[nH]1 (stereo unspecified)	-2
CCc1nc2ccccc2n(CCOCCOCCn2c(=O)c(CC)nc3ccccc32)c1=O	-1
Cn1c(=O)oc2cc(S(=O)(=O)N3CCC(N4CCCCC4)CC3)ccc21	2&-1
CCN(CC)CCCNC(=O)Cn1nc([N+](=O)[O-])c(Br)c1C	-6
CCC(NC(=O)Nc1ncccc1C)(C(F)(F)F)C(F)(F)F	4
CCC(C)NC(=O)CCNC(=O)Cn1ccc2ccccc2c1=O (stereo unspecified)	1
Cc1nc2ccccc2nc1OCC(=O)N1CCN(c2ccccc2)CC1	-6
Cc1ccc2nc(SCC(=O)c3ccc(Cl)cc3)[nH]c2c1	-2
COCC(=O)NCCCc1nc2ccccc2n1Cc1cc(C)ccc1C	4
O=C(Nc1cccc(Cl)c1)c1ccc(S(=O)(=O)N2CCCC2)cc1	1
Fc1ccc(-c2nc3n(n2)Cc2ccccc2-3)cc1	-8
CC(=O)C1=C(C)NC(SCC(=O)c2ccc(Cl)c(Cl)c2)=C(C#N)C1c1ccco1 (stereo unspecified)	-65
CCC(=O)N1CCc2cc(Br)cc(S(=O)(=O)N3CCCC(C(=O)NCc4ccc(OC)cc4)C3)c21 (stereo unspecified)	-12
CC(=O)N1CCN(c2ccc(NC(=O)COc3ccc(Cl)cc3Cl)cc2)CC1	-9
CC(=O)Nc1nc2c(F)cccc2s1	-1
Cc1cc(NC(=O)c2ccccc2F)n(-c2nc3ccccc3[nH]2)n1	-4
Cc1c(C)[n+](=O)c2c(n1[O-])CCC2	-3&8
Cc1ccc(S(=O)(=O)N2CCN(C(=O)N3CCOCC3)C2c2ccc(N(C)C)cc2)cc1 (stereo unspecified)	-4&-2
COc1ccc(-c2csc(NC(=O)c3cc(-c4cccs4)nc4ccccc34)n2)c(OC)c1	-101
Fc1cccc(CSc2c[nH]c3ccccc23)c1	0
COc1cccc(C(=O)N(Cc2cc3cc(C)ccc3[nH]c2=O)CC2CCCO2)c1 (stereo unspecified)	0
Cc1ccc(CNC(=O)c2cc3cc4ccc(C)cc4nc3o2)cc1	-2
CC(C)(C)c1ccc2c(c1)N(CC(=O)NCCCN1CCCCCC1)C(=O)CO2	-7
Cc1ccc(NC(=O)N2CCCC2C(=O)NCCC2=CCCCC2)cc1 (stereo unspecified)	1
CCCCOC(=O)c1ccc(NC(=O)c2cncc(Br)c2)cc1	-4
CCOc1ccc(Br)cc1C=Cc1ccc2cccc(OC(C)=O)c2n1	-6
COc1ccccc1N1CCN(C/C(O)=C(\C#N)c2nc(-c3ccccc3)cs2)CC1	3
Oc1c(C=NCc2ccncc2)sc2ccccc12	-38
COc1ccc(C(=O)COC(=O)C(C)N2C(=O)C3C4CCC(C4)C3C2=O)cc1 (stereo unspecified)	-2
